Pf growth 48h – P. falciparum growth inhibition at 48 hours (one generation). P. falciparum luciferase growth in erythrocytes, 48 h. Potency, µM (doses to about 28.7 µM), for the others: top-dose activity change, negative = inhibition, most hits filed as inhibitors. 310,000 compounds, 5.9% hits. AID 504832; also: potency is read from the fitted curve at half-maximal effect; % is scaled to controls: 0 for no effect and ±100 for the full control effect
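Luciferase-expressing parasites in RBCs, 2% Hct / 0.1% parasitemia final; RPMI 1640 + 0.5% Albumax; 37 C, 5% CO2, one generation; luminescence read-out, lower signal = inhibition.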
TbPYK inhibitor – inhibitors of Trypanosoma brucei pyruvate kinase. Q57TT1. TbPYK enzyme, Kinase-Glo Plus ATP luminescence, 45 min. Potency, µM (titrated, usually from 76.8 µM), for inactives: top-dose activity, negative = inhibition, usual class: inhibitors. 410,000 compounds, 0.12% hits; also: potency is read from the fitted curve at half-maximal effect; % is scaled to controls: 0 for no effect and ±100 for the full control effect; nearly all actives have a fitted effect of over 50% in size
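Luminescent Kinase-Glo Plus end-point after 45 min room-temperature reaction of T. brucei pyruvate kinase started with 130 uM ADP (final). Buffer TEA 50 mM pH 7.2 with KCl, MgCl2, BSA, Tween-20; titration-based qHTS with fitted concentration-effect curves.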
Shiga toxin inh – inhibitors of Shiga toxin in Vero cells; Vero cells, Shiga toxin protein synthesis inhibition reporter; AID 2315; 290,000 compounds, 9.2% hits; inhibition, % at 38.7 µM; in the data active = inhibition mostly above about 28%, no sharp cut-off; inactive = mostly below about 43%; also: 0% is about no effect
Cycloheximide cs – affects cycloheximide protein synthesis inhibition readout, counter-screen | max response, % | AID 2314 | cell reporter, cycloheximide protein synthesis inhibition counterscreen | 300,000 compounds, 12% hits; in the data active = max response mostly above about 13%, no sharp cut-off; inactive = mostly below about 14%; also: read at 38.3 µM for the half of the compounds with a filed dose; 0% is about no effect
LmPK inhibitor – blocks Leishmania mexicana pyruvate kinase activity; Q27686; purified LmPK, Kinase-Glo ATP luminescence, 1 h; Potency, µM (series often up to 57.5 µM), for inactives: at the highest dose activity change, negative = inhibition, usual class: inhibitors; 290,000 compounds, 0.37% hits; AID 1721; also: potency is read from the fitted curve at half-maximal effect; % is scaled to controls: 0 for no effect and ±100 for the full control effect
Target sequence (Q27686 whole entry, looked up): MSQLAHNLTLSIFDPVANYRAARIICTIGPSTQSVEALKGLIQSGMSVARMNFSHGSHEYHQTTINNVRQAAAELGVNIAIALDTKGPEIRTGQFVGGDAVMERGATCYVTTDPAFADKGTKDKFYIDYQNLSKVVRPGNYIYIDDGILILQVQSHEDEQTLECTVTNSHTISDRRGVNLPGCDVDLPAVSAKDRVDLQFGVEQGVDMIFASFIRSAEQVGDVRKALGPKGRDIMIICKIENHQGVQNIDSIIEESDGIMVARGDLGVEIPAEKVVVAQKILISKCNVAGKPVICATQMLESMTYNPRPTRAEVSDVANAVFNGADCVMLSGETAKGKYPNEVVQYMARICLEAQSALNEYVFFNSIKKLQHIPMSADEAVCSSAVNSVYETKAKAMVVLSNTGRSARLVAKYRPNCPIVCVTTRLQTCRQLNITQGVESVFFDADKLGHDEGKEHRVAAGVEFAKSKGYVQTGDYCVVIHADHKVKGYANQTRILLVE
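Purified LmPK (0.1 nM) with 0.5 mM PEP and 0.1 mM ADP in imidazole buffer pH 7.2 with MgCl2/KCl, 1 h at room temperature. ATP formed was read by luciferase luminescence and normalized to no-enzyme and uninhibited controls.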
Pf growth 96h – P. falciparum growth inhibition at 96 hour, primary screen for plastid delayed-death inhibitors; Potency, µM (titrated, usually from 28.7 µM), for inactives: top-dose activity change, negative = inhibition, usual class: inhibitors; AID 504834; P. falciparum luciferase reporter growth, 96 h; 320,000 compounds, 6.9% hits; also: potency is read from the fitted curve at half-maximal effect; % is scaled to controls: 0 for no effect and ±100 for the full control effect
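P. falciparum expressing integrated firefly luciferase, in erythrocytes at 2% hematocrit, 0.05% parasitemia, incubated with compounds 96 h at 37 C, 5% CO2. Growth inhibition read as loss of luminescence; two-generation exposure targets delayed-death apicoplast inhibitors.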
HCV inhibitor – blocks hepatitis C virus; 340,000 compounds, 3.4% hits; Potency, µM (series often up to 41.8 µM), for the others: at the top dose activity change, negative = inhibition, most hits filed as inhibitors; Huh7.5.1 HCVcc-Cre infection, luciferase reporter, 44 h; AID 651820; also: potency is read from the fitted curve at half-maximal effect; % is scaled to controls: 0 for no effect and ±100 for the full control effect
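Luciferase read-out (15 sec integration) after a 15 min room-temperature substrate step quantifies HCVcc-Cre infection. Cells, 1,000 per well, had compound added 4 h post-plating, then virus at ~0.5 moi, and were cultured 44 h.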
Numbers without * were called inactive; ? = inconclusive; nt = not tested or not shown; & = joins results of further samples; [ ] = another dose, or the depositor's remark. Unless noted, calls follow the shape of the dose curve; as a rule, active = well fitted curve in the direction sought with a large enough effect; inconclusive = small, poorly fitted or top-dose-only effect, or another doubt; inactive = no such curve, though single readings can be large; an effect the other way counts as inactive or inconclusive. The order is random; overall some 24% were active at least once.

The line under a structure holds: Pf growth 48h	TbPYK inhibitor	Shiga toxin inh	Cycloheximide cs	LmPK inhibitor	Pf growth 96h	HCV inhibitor
FC(F)(F)c1nc(N2CCCC2)ncc1-c1nnnn1-c1ccccc1
  1%	2%	-7	2	5%	33%	11µM*
Cc1ccc(-c2ccccc2[C@@H]2C[C@H]3CN(C)C(=O)[C@]34CCCN24)o1
  -4%	-4%	17	-5	4%	-12%	11%
C/C(=N/OCO/N=C(\C)c1ccc(F)cc1F)c1ccc(F)cc1F
  3%	-5%	-5	5	1%	-20%	9%
COc1ccc(OC)c(S(=O)(=O)N(C)CC(=O)Nc2ccccc2OC)c1
  -29%	0%	-6	1	1%	151%[activator]	-2%
CN1N=C2c3ccccc3CCC2C1c1ccc(F)cc1 (configuration not stated)
  1.3µM*	7%	87*	76*	0%	1.7µM*	17%
COc1ccc(OC)c(NC(=O)c2ccc3c(c2)C(=O)N(CC2CCCO2)C3=O)c1 (configuration not stated)
  23%	-3%	-5	-1	-13%	9%	-2%
COc1ccc(CN(CC(=O)NCCC(C)C)C(=O)CCC(=O)Nc2nccs2)cc1
  -48%	4%	15	2	0%	5%	8%
Fc1cccc(NC(=S)N2CCn3cccc3C2c2cccnc2)c1 (configuration not stated)
  7%	1%	24	-6	0%	?	-3%
CC1=CC(C)(C)NC(=S)N1c1ccccc1
  nt	0%	-17	-1	0%	?	11%
CCOc1ncccc1C(=O)N1CCCSC1=Nc1ccc(C(C)=O)cc1
  ?	-2%	11	-5	2%	?	9%
N#Cc1ccc(Cl)cc1NC(=O)COC(=O)c1ccc(S(=O)(=O)N2CCCC2)cc1
  nt	-5%	-9	1	8%	47%[activator]	13%
O=C(Nc1ccccn1)NC1CCS(=O)(=O)C1 (configuration not stated)
  9%	3%	0	-3	-1%	10%	-1%
CN(c1ccccc1C(=O)Nc1ccc2c(c1)n(C)c(=O)n2C)S(C)(=O)=O
  6%	-3%	24	2	5%	14%	13%
CCc1ccccc1NC(=O)Cc1cn(C)c2ccccc12
  4%	-1%&-1%	9	-3	3%	13µM*	4%
O=C(Nc1c2c(nn1-c1ccc(Cl)cc1)CS(=O)(=O)C2)c1ccc2c(c1)OCO2
  -17%	-1%	0	2	8%	-1%	?
CC(=O)NCCC(=O)Nc1ccc(F)cc1C
  16%	2%	13	-1	-3%	0%	8%
CCc1c(O)nc(SCC(=O)Nc2ccc(Br)cc2)n(-c2ccc(C)cc2)c1=O
  ?	0%	14	2	3%	-5%	1%
Cc1csc(SCC(=O)NCCc2ccc(Cl)cc2Cl)n1
  2%	-13%	3	10	2%	53%[activator]	-22%
COc1ccc(CNC(=O)C2CCN(S(C)(=O)=O)CC2)cc1
  0%	8%	18	1	-1%	-5%	8%
O=C(CSc1c(Cl)cccc1Cl)N1CCC(c2nc3ccccc3s2)CC1
  -2%	1%	-10	-3	3%	?	?
O=C(Nc1cccc(OC(=O)N2CCOCC2)c1)N1CCOCC1
  -2%	-2%	-11	-2	-6%	18%	-7%
O=[N+]([O-])c1ccc(S(=O)(=O)NCC2COc3ccccc3O2)cc1 (configuration not stated)
  26%	3%	8	2	4%	23%	3%
CN(C)S(=O)(=O)c1ccc(C(=O)OCC(=O)NC(=O)NCc2ccccc2)cc1
  nt	-8%	-16	-2	10%	-5%	3%
CN(C(=O)c1cc2c(=O)n3ccccc3nc2n1C)C1CCCCC1
  103%[activator]	0%	105*	62*	0%	-22%	nt
Cn1ccnc1Sc1ccc(C=O)cc1[N+](=O)[O-]
  12%	-1%	2	-4	1%	2%	16%
Cc1ccc(CNC(=O)c2nnn(-c3cccc(C)c3)c2N)cc1
  8%	1%	-7	10	-1%	-21%	-19%
COC(=O)NNC(=O)COc1ccc(Br)c(C)c1
  9%	2%	-16	-1	-2%	nt	5%
COc1ccc(C(CCNC(C)c2ccccc2)C(C)C)cc1 (configuration not stated)
  9.3µM*	2%	-4	1	-1%	9.3µM*	?
O=C(CCNC(=O)c1ccc([N+](=O)[O-])cc1)Nc1ccc(N2CCOCC2)cc1N1CCOCC1
  6%	5%	-9	8	1%	8%	-7%
CCOc1ccccc1OCC(=O)Nc1cc(S(=O)(=O)N2CCCCC2)ccc1OC
  ?	-9%	nt	nt	nt	2%	?

The final 2 compounds of the section above open the next one.
The line under a structure holds: Pf growth 48h	TbPYK inhibitor	Shiga toxin inh	Cycloheximide cs	LmPK inhibitor	Pf growth 96h	HCV inhibitor
O=C(CCNC(=O)c1ccc([N+](=O)[O-])cc1)Nc1ccc(N2CCOCC2)cc1N1CCOCC1
  6%	5%	-9	8	1%	8%	-7%
CCOc1ccccc1OCC(=O)Nc1cc(S(=O)(=O)N2CCCCC2)ccc1OC
  ?	-9%	nt	nt	nt	2%	?
O=C(Nc1nnc(SCc2ccccc2Cl)s1)c1cccc([N+](=O)[O-])c1
  10%	1%	-13	-4	-1%	?	12%
CCN(CC)CCC(=O)N1c2ccccc2Sc2ccc(Cl)cc21
  ?	0%&2%	nt	nt	nt	1.7µM*	?
COc1ccc(/C=N/Nc2cc(C)nc(-n3nc(C)cc3C)n2)c(OC)c1
  1.5µM*	-6%	1	-1	1%	0.33µM*	?
Fc1ccc(-c2n[nH]c(=S)n2/N=C/c2c[nH]c3ccccc23)cc1
  4%	-49%	-9	-2	-10%	?	-14%
COc1ccc([N+](=O)[O-])cc1NS(=O)(=O)c1ccc(C)cc1
  -2%	-1%	-3	-4	-3%	39%	11%
COc1ccc2c(=O)c(-c3ccc(OC)c(OC)c3)coc2c1
  84%[activator]	7%	54*	25*	1%	217%[activator]	-14%
CCOc1ccc(NC(=O)CSc2nnc(-c3ccoc3C)n2CC2CCCO2)cc1 (configuration not stated)
  9%	-4%	1	-2	1%	?	-5%
O=C(CSCc1ccccc1Cl)NN1C(=O)c2ccccc2C1=O
  2%	-1%	-13	-2	-3%	16%	0%
CC(C)c1ccc(NC(=O)C2CC(=O)Nc3nc4ccccc4n32)cc1 (configuration not stated)
  3%	-17%	18	23*	-1%	6%	10%
CCOC(=O)c1c(N)nn(C(=O)C(C)(C)C)c1-c1ccccc1
  9%	0%	-6	-1	-4%	0%	-4%
Cc1c(C(=O)N/N=C/c2ccc(O)cc2)sc(=S)n1C
  51%[activator]	0%	-8	-4	3%	29%	24%
O=C(O)CCc1n[nH]c(=S)[nH]c1=O
  8%	-11%	-8	0	-9%	3%	5%
CC1CCCC(C)N1/N=C/c1ccc(Cl)cc1 (configuration not stated)
  nt	1%	3	-2	-4%	-1%	11µM*
Brc1ccc(Nc2ncnc3[nH]ncc23)cc1
  17%	-6%	22	11	0%	8%	17%
O=C(O)c1cccc2c1C(=O)c1ccccc1C2=O
  19%	3%	10	2	-2%	-1%	2%
O=S(=O)(NC1CCCC1)c1ccc(-n2cnnn2)cc1
  33%[activator]	-2%	-3	-3	0%	1%	35%[activator]
CCOc1ccccc1Oc1ccc(C(F)(F)F)cn1
  12%	7%	16	-4	7%	?	2%
O=C(Nn1cnc2ccccc2c1=O)c1ccc(Br)cc1
  18%	-6%	90*	41*	2%	?	26%
COc1ccc(OC)c(NC(=O)c2cc(S(=O)(=O)NCc3ccco3)ccc2F)c1
  0%	-6%	58*	47*	0%	1.2µM*	25µM*
COCCNC(=O)CN(c1ccc(OC)c(OC)c1)S(=O)(=O)c1ccc(C)cc1
  6%	-7%	-10	-2	-1%	68%[activator]	11%
COc1cccc(CNC(=O)CC(NC(C)=O)c2ccccc2)c1 (configuration not stated)
  -4%	0%	-9	-1	-6%	?	12%
O=C(CSc1nnnn1-c1ccc(F)cc1)NNC(=O)c1ccco1
  52%[activator]	4%	0	1	-3%	0%	18%
Cc1ccc(C(=O)CNc2ccc(C)cc2C)cc1
  63%[activator]	-5%	nt	13*	0%	?	?
COc1ccc(CNC(=O)c2cc(=O)c3ccc(C)c(C)c3o2)cc1
  -13%	-4%	15	24	13%	?	-10%
CCN(c1ccc(NS(=O)(=O)c2cc(Cl)ccc2Cl)cc1)C(C)C
  -5%	-18%	-5	-4	-2%	16%	?
S=c1[nH]nc(-c2ccc(Br)cc2)n1Cc1ccco1
  2%	5.6µM*	0	-3	22µM*	?	13%
O=C(CN1CCN(Cc2ccccc2)CC1)N/N=C/c1cccnc1
  9%	1%	-13	-3	-10%	1%	28%
NC(=NC(=O)c1ccc(Cl)cc1)N1N=CCC1c1ccccc1 (configuration not stated)
  ?	5%	-4	1	2%	?	?
CN1CC(c2ccc(Cl)c(Cl)c2)[C@@]2(COc3ccccc3C2=O)[C@@]12C(=O)Nc1ccccc12 (some centres not stated)
  3.3µM*	-12%	-3	0	1%	2.1µM*	11µM*
COC(=O)CN(Cc1ccccc1)S(=O)(=O)c1ccc(OC)c(OC)c1
  5%	-5%	-25	-7	3%	-1%	11%

Retrieved one by one from above, 2 records:
The line under a structure holds: Pf growth 48h	TbPYK inhibitor	Shiga toxin inh	Cycloheximide cs	LmPK inhibitor	Pf growth 96h	HCV inhibitor
COc1ccc(/C=N/Nc2cc(C)nc(-n3nc(C)cc3C)n2)c(OC)c1
  1.5µM*	-6%	1	-1	1%	0.33µM*	?
Cc1ccc(C(=O)CNc2ccc(C)cc2C)cc1
  63%[activator]	-5%	nt	13*	0%	?	?

(continued)
The line under a structure holds: Pf growth 48h	TbPYK inhibitor	Shiga toxin inh	Cycloheximide cs	LmPK inhibitor	Pf growth 96h	HCV inhibitor
COc1cccc(/C=N/N=C(\N)c2nonc2N)c1O
  164%[activator]	1%	116*	35*	-8%	54%[activator]	9%
COc1ccc(OC)c(S(=O)(=O)NCc2csc(-c3ccccc3)n2)c1
  -10%	-9%	-9	1	2%	-1%	-26%
O=C(O)c1ccc(NS(=O)(=O)c2cccc3nsnc23)cc1
  4%	2%	3	-4	-1%	-4%	18%
Cc1cc(C(=O)CN2CCCC(C)C2)c(C)n1-c1ccc(F)cc1 (configuration not stated)
  43%[activator]	-15%	53*	50*	-3%	?	-13%
CCCS(=O)(=O)N1CCCC(C(=O)NCCCN2CCN(c3cccc(Cl)c3)CC2)C1 (configuration not stated)
  -6%	4%	-16	-2	2%	?	?
CCCC(C)NC(=O)COc1ccc(S(=O)(=O)N2CCCC2)cc1 (configuration not stated)
  ?	3%	30	-3	1%	43%[activator]	-1%
CCCCCCCCCCCCCC(=O)OCC(COP(=O)([O-])OCC[N+](C)(C)C)OC(=O)CCCCCCCCCCCCC (configuration not stated)
  9%	0%	nt	nt	nt	9%	nt
O=S(=O)(c1ccccc1)N1CCN(c2nnc(-c3ccccc3)c3ccccc23)CC1
  ?	-1%	-9	0	1%	4.1µM*	-13%
O=C(Nc1cccc(CNCCc2c[nH]c3ccccc23)c1)c1ccccc1Cl
  ?	-1%	-7	-3	4%	?	?
COc1ccc(C(=O)NCC(=O)OC2CCCCC2=O)cc1 (configuration not stated)
  9%	1%	-13	-3	5%	3%[5.75 µM]	27%
Clc1ccc(OCc2nn3c(-c4ccccc4)nnc3s2)c(Cl)c1
  2%	-8%	7	8	2%	nt	-6%

Screens from PubChem.
